APE1 inh – blocks human APE1 abasic DNA cleavage; P27695; recombinant APE1, TAMRA/BHQ-2 abasic DNA cleavage fluorescence; Potency, µM (top dose mostly 65.8 µM), for inactives: at the top dose activity change, negative = inhibition, actives largely listed as inhibitors; actives 0.35% (n = 350,000); AID 2517;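 also: plate controls were vehicle for no effect and reference inhibitor for full effect; nearly all actives have a fitted effect of over 55% in size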
Target sequence (P27695 whole entry, looked up): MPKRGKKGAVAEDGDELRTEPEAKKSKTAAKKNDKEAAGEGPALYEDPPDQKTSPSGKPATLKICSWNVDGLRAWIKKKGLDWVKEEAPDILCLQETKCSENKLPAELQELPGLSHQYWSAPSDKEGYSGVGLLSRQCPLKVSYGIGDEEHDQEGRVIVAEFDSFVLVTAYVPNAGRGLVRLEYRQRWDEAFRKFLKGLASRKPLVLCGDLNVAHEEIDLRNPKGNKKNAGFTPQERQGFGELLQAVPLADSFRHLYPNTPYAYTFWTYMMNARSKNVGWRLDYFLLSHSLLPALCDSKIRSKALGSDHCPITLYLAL
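Compound pre-exposure to 0.75 nM APE1, 15 min at ambient temperature. Reaction initiated with 50 nM TAMRA/BHQ-2 THF substrate, read immediately in kinetic mode, 525 nm excitation, 598 nm emission.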
Pol kappa inh – inhibitors of human DNA polymerase kappa | purified Pol kappa, fluorescent DNA synthesis assay, 10 min | Potency, µM (series often up to 107 µM), for inactives: at the top dose activity, negative = inhibition, hits mostly inhibitors | Q9UBT6 | actives 0.53% (n = 400,000); also: % is scaled to controls: 0 for no effect and ±100 for the full control effect
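First, compounds were pin-transferred onto 10 nM Pol kappa. After 15 min at room temperature, substrate was added to 50 nM final. Fluorescence was then measured kinetically at 0 and 10 min.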
G9a block – blocks human histone lysine methyltransferase G9a | Q96KQ7 | G9a H3K9 monomethylation, AlphaScreen, 2 h | AID 504332 | actives 8.8% (n = 350,000) | Potency, µM (top dose mostly 102 µM), for the others: at the highest dose activity, negative = inhibition, actives largely listed as inhibitors; also: % is scaled to controls: 0 for no effect and ±100 for the full control effect; nearly all actives have a fitted effect of over 75% in size
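Quantitative HTS format: methyltransferase activity on a biotin-tagged H3K9 peptide is measured by AlphaScreen, using a rabbit anti-monomethyl-H3K9 antibody with streptavidin donor and anti-IgG acceptor beads. Final levels are 20 nM enzyme, 500 nM peptide, 20 uM SAM; 2 h RT.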
JMJD2A Tudor – blocks the human JMJD2A Tudor domain; actives 4.4% (n = 390,000); AlphaScreen JMJD2A-Tudor / H3K4me3 peptide binding; Potency, µM (highest dose often 114 µM), without a hit: at the highest dose activity change, negative = inhibition, usual class: inhibitors; O75164; AID 504339; also: % is scaled to controls: 0 for no effect and ±100 for the full control effect; nearly all actives have a fitted effect of over 50% in size
Pol iota inh – DNA polymerase iota (human) inhibition; Q9UNA4; Pol iota fluorescent replication assay, 10 min; Potency, µM (series often up to 115 µM), inactives show at the highest dose activity, negative = inhibition, hits mostly inhibitors; actives 1% (n = 390,000)
Target sequence (Q9UNA4 whole entry, looked up): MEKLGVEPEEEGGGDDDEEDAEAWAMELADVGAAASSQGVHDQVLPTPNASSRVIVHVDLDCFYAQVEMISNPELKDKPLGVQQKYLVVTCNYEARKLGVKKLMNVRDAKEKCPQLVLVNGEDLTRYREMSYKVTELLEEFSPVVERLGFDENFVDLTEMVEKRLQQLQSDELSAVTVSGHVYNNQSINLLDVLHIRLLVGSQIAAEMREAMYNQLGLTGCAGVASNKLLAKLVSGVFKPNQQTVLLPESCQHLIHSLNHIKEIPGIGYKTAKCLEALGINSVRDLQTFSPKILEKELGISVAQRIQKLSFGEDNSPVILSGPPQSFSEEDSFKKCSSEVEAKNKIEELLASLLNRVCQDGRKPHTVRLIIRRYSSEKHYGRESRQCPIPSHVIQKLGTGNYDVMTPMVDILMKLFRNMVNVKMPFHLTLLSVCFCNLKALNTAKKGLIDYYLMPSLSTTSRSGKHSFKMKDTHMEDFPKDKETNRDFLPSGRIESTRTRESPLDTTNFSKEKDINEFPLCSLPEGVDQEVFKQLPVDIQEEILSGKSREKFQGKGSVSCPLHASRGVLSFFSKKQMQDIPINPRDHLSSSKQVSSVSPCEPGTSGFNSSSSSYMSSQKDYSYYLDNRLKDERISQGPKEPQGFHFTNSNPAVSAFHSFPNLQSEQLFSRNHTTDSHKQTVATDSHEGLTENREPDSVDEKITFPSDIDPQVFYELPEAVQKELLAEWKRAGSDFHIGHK
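Pol iota at 10 nM preincubated 15 min with compounds at room temperature; reaction started with fluorescent substrate, 50 nM final. Fluorescence read kinetically at 0 and 10 min; buffer-only wells as negative control.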
BAZ2B inh – blocks human BAZ2B; AlphaScreen BAZ2B-H3K14Ac peptide displacement; Potency, µM (titrated, usually from 114 µM), inactives show at the top dose activity change, negative = inhibition, actives largely listed as inhibitors; actives 4.4% (n = 360,000); AID 504333; also: % is scaled to controls: 0 for no effect and ±100 for the full control effect; nearly all actives have a fitted effect of over 60% in size
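Multi-concentration screen (max 110 uM) measuring displacement of acetylated histone H3 peptide from BAZ2B by AlphaScreen, using 50 nM protein, 50 nM peptide and 10 ug/mL streptavidin donor plus Ni-chelate acceptor beads.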
Pol beta inh – inhibitors of human DNA polymerase beta; P06746; Pol beta primer extension/strand displacement, fluorescence kinetic; Potency, µM (doses to about 114 µM), without a hit: at the top dose activity change, negative = inhibition, actives largely listed as inhibitors; actives 1.3% (n = 340,000); also: % is scaled to controls: 0 for no effect and ±100 for the full control effect
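10 nM enzyme + cpd, 15 min RT; start with substrate 50 nM final; read 0 min and after 10 min RT. Corrected, normalized data; 4-parameter Hill curve fit.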
BLM helicase inh – Bloom syndrome helicase (human) inhibition; P54132; AID 2528; Potency, µM (doses to about 56.1 µM), inactives show top-dose activity change, negative = inhibition, hits mostly inhibitors; actives 0.2% (n = 350,000); recombinant BLM DNA unwinding, fluorescence dequenching;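 also: plate controls were vehicle for no effect and no enzyme for full effect; nearly all actives have a fitted effect of over 35% in size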
Pol eta inh – DNA polymerase eta (human) inhibition. Q9Y253. recombinant Pol eta, fluorescent DNA replication assay. Potency, µM (titrated, usually from 114 µM), inactives show at the highest dose activity change, negative = inhibition, most hits filed as inhibitors. actives 1.2% (n = 390,000); also: % is scaled to controls: 0 for no effect and ±100 for the full control effect
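Fluorescent replication assay: 50 nM final substrate added after a 15 min room-temperature compound preincubation with 10 nM enzyme. Signal taken at 0 min and again at 10 min.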
* marks the source's active call; other numbers are inactive results; ? = inconclusive; nt = no result given; [ ] = remark or other dose. Calls follow the shape of the dose curve; as a rule, active = well fitted curve in the direction sought with a large enough effect; inconclusive = small, poorly fitted or top-dose-only effect, or another doubt; inactive = no such curve, though single readings can be large; an effect the other way counts as inactive or inconclusive. Potency is read from the fitted curve at half-maximal effect. Some of the compounds tested (hit frequency here may not be typical).

Compound	APE1 inh	Pol kappa inh	G9a block	JMJD2A Tudor	Pol iota inh	BAZ2B inh	Pol beta inh	BLM helicase inh	Pol eta inh
CCC(C)(C)NC(=O)CN(C(=O)CNS(=O)(=O)c1ccccc1)c1ccc2c(c1)OCCO2	13.5%	5.5%	8.5%	1.4%	118.8%[activator]	-0.9%	27.8%	-3.3%	-12.8%
O=C(COc1ccccc1)Nc1ccc(-c2ccc(N3CCOCC3)nn2)cc1	15.8%	-9.1%	?	-12.3%	?	2.0%	nt	nt	-0.8%
Cc1ccc(C(=O)CSc2ncnc3ccccc23)o1	-0.6%	-0.8%	25.1µM*	-4.2%	39.1%[activator]	-20.0%	45.2%	-0.1%	-16.9%
CC1CCN(C(=O)c2cnn(-c3cccc(Cl)c3)c2C2CCN(C(=O)OC(C)(C)C)CC2)CC1	nt	-2.1%	1.1%[59 µM]	-22.7%	0.7%	5.3%[57.1 µM]	3.1%	-3.2%	2.5%
O=C(CCC1COc2ccccc2O1)Nc1ccccn1 (stereo not given)	-5.0%	-4.6%	8.2%[12.7 µM]	0.0%	18.9%	7.6%	18.9%	-0.6%	-1.8%
COCC(=O)N/N=C\c1ccc(OC/C=C/c2ccccc2)c(OC)c1	5.7%	-14.8%	55.8%[activator]	-20.1%	13.2%	-23.2%	31.8%	-5.0%	-2.9%
COc1cc(Cl)c(C)cc1NC(=O)CSc1nnc(-c2cccnc2)n1Cc1ccco1	-3.1%	2.1%	39.8µM*	-16.4%	18.5%	-31.0%	13.7%	-3.0%	-9.5%
CC12CCC(=O)N1C(C(=O)N1CCN(S(=O)(=O)c3ccccc3F)CC1)CS2 (stereo not given)	-2.5%	-3.1%	-4.8%	1.3%	5.7%	12.0%	nt	nt	-6.4%
CCOC(=O)c1ccc(-n2c(CCC(=O)O)ccc2-c2cccs2)cc1	-0.7%	-10.4%	22.4µM*	?	27.2%	?	-19.9%	-15.9%	-14.1%
O=C(CSc1ccccn1)Nc1ccc2c(c1)oc1ccccc12	14.3%	-16.4%	-19.7%[59 µM]	0.3%	-7.5%	1.8%	42.8%	-1.5%	?
COc1ccc(CCN2C(=O)c3cccnc3C2=O)cc1OC	-3.2%	-4.4%	-41.6%	-11.7%	3.7%	79.4µM*	37.1%	-3.4%	7.6%
Cn1c(=O)c2c(ncn2CCCC(=N)N2CCOCC2)n(C)c1=O	0.7%	-12.9%	5.3%[12.7 µM]	50.1µM*	185.3%[activator]	-2.3%	23.5%	-3.6%	-18.4%
CCOP(=O)(O)c1ccccc1OCCOCCOc1ccccc1P(=O)(O)OCC	8.1%	-2.2%	56.2µM*	?	-8.0%	?	-0.6%	-2.0%	-8.0%
CCOC(=O)c1c(NC(=O)CC2Nc3cc(C)c(C)cc3NC2=O)sc(C)c1C (stereo not given)	2.4%	-1.6%	?	-11.7%	-12.2%	-6.5%	-1.8%	-2.2%	8.1%
CC(C)OCCCNC(=O)c1ccc(-n2c(-c3ccccc3)cc3c2CCCC3)cc1	nt	-3.7%	-10.4%[59 µM]	-10.9%	0.3%	-17.1%	?	-5.5%	-16.3%
Cc1ccc(OCc2cc(C(=O)N3CCN(C4CCCCC4)CC3)no2)cc1C	5.9%	-12.3%	20.8%[59 µM]	?	11.1%	-36.3%	3.1%	-9.4%	-13.6%
Cc1ccc(C)c(N2N=C(C(=O)Nc3ccccc3N3CCOCC3)CCC2=O)c1	14.1%	-6.1%	-11.2%[59 µM]	-21.5%	18.7%	?	nt	nt	-17.3%
COc1cccc(-c2noc(-c3cc4ccccc4oc3=O)n2)c1OC	nt	1.2%	0.5%[59 µM]	-17.6%	70.8µM*	-3.6%	17.9%	-0.6%	-7.3%
CCc1ccccc1Nc1cc(C(=O)NCCCN(C)C2CCCCC2)c2ccccc2n1	nt	-9.2%	-55.7%[59 µM]	-25.3%	?	nt	-12.7%	1.3%	-17.6%
CC(C)C[C@H](NC(=O)c1nc[nH]c1C(=O)NC(c1ccccc1)c1ccccc1)C(=O)OCc1ccccc1	-1.5%	-26.8%	15.0%[12.7 µM]	-32.4%	-1.4%	-26.9%	-14.2%	-12.2%	-27.6%
Cc1ccc(N2CCN(S(=O)(=O)c3ccc(C)cc3)CC2)cc1	57.0%[activator]	-2.2%	8.3%	-17.0%	139.3%[activator]	-30.8%	-0.1%	-9.7%	-9.0%
COc1ccc2sc(-c3ccccc3OC)c(-c3ccc(OCCN4CCCC4)cc3)c2c1	8.0%	-3.7%	nt	?	-23.1%	nt	nt	nt	-20.3%
CCc1nn(-c2cc(Oc3cccc4ccccc34)nc(-c3ccccc3)n2)c(N)c1C#N	1.3%	-3.6%	-3.3%[59 µM]	-8.1%	-2.6%	-1.3%	63.8%	2.2%	?
Cc1cccc(C)c1NC(=O)C1(N2CCN(C(=O)c3ccco3)CC2)CCCCC1	-3.2%	-3.1%	?	10.3%	17.2%	-1.0%	-17.9%	4.0%	-2.5%
Cc1c(NC(=O)/C(C#N)=C/c2c(N3CCCCC3)nc3ccccn3c2=O)c(=O)n(-c2ccccc2)n1C	-2.2%	5.1%	7.5%	-18.5%	-3.0%	0.1%	-24.9%	-1.2%	0.9%
NC(=S)Nc1ccc(S(=O)(=O)c2ccc(NC(N)=S)cc2)cc1	7.3%	-2.5%	?	-7.3%	123.9%[activator]	-32.1%	1.5%	-1.6%	-20.5%
C/C(Cl)=C\Cn1c(N2CCCC2)nc2c1c(=O)n(C)c(=O)n2C	17.2%	-10.8%	-6.6%[2.33 µM]	-19.7%	123.9%[activator]	-8.6%	14.7%	-1.6%	-1.3%
CCn1c(CCCNC(=O)c2ccco2)nc2ccccc21	73.9%[activator]	3.2%	3.0%	-3.2%	121.4%[activator]	-20.1%	-16.0%	-6.9%	0.3%
COCCn1c(-c2ccc(NC(C)=O)cc2)nc2c1c(=O)[nH]c(=O)n2CC(C)C	0.5%	5.5%	39.7%[activator]	-11.4%	32.5%[activator]	3.5%	-0.8%	1.9%	-1.3%
CC(=O)Nc1sc(NC(=O)c2ccc([N+](=O)[O-])cc2)nc1-c1cccs1	9.9%	-4.4%	nt	-28.1%	-15.5%	-4.2%	-4.1%	-12.8%	-5.6%

Molecules from the list above with a Cl atom:
Compound	APE1 inh	Pol kappa inh	G9a block	JMJD2A Tudor	Pol iota inh	BAZ2B inh	Pol beta inh	BLM helicase inh	Pol eta inh
CC1CCN(C(=O)c2cnn(-c3cccc(Cl)c3)c2C2CCN(C(=O)OC(C)(C)C)CC2)CC1	nt	-2.1%	1.1%[59 µM]	-22.7%	0.7%	5.3%[57.1 µM]	3.1%	-3.2%	2.5%
COc1cc(Cl)c(C)cc1NC(=O)CSc1nnc(-c2cccnc2)n1Cc1ccco1	-3.1%	2.1%	39.8µM*	-16.4%	18.5%	-31.0%	13.7%	-3.0%	-9.5%
C/C(Cl)=C\Cn1c(N2CCCC2)nc2c1c(=O)n(C)c(=O)n2C	17.2%	-10.8%	-6.6%[2.33 µM]	-19.7%	123.9%[activator]	-8.6%	14.7%	-1.6%	-1.3%

Additional entries follow.
Compound	APE1 inh	Pol kappa inh	G9a block	JMJD2A Tudor	Pol iota inh	BAZ2B inh	Pol beta inh	BLM helicase inh	Pol eta inh
COc1ccc(N(CC(=O)NC2CC2)S(=O)(=O)c2ccccc2)cc1	14.0%	7.3%	13.0%	-8.1%	137.0%[activator]	2.4%	18.6%	-4.2%	-17.8%
O=C(CCC(=O)c1cccs1)NCCc1ccc(F)cc1	11.5%	-7.9%	-8.7%	-11.0%	15.4%	-10.0%	nt	nt	0.7%
CCN1CCN(CCCN(Cc2ccco2)C(=S)Nc2ccc(Cl)cc2)CC1	4.8%	-2.0%	?	-23.4%	109.9%[activator]	-9.2%	?	-3.0%	-3.1%
OCCNc1nc(-c2ccccc2)nc2ccccc12	-2.6%	-12.9%	-1.7%	-13.4%	74.2%[activator]	-4.0%	19.0%	4.3%	-13.5%
O=C(NCc1ccc(F)cc1)C1CCN(S(=O)(=O)c2ccc3c(c2)CCCN3C(=O)C2CCC2)CC1	nt	-5.9%[60.1 µM]	-3.8%[59 µM]	-16.8%	30.0%	1.7%	4.5%	-3.7%	-19.2%
CCOC(=O)C1CCN(C(=O)CCn2c(=O)[nH]c3ccccc3c2=O)CC1	-1.4%	-17.5%	16.5%[59 µM]	-14.9%	16.8%	3.7%	24.2%	-3.2%	11.2%
COc1ccc(NC(=O)CN(C)C(=O)c2ccccc2Sc2ncnc3sc(C)c(C)c23)cc1	24.1%	-0.7%	35.5µM*	-18.6%	4.5%	-20.5%	nt	nt	-15.2%
C=CCn1c(=O)c(C(=O)NCCc2ccc(Cl)cc2)c(O)c2cc(OC)c(OC)cc21	-0.9%	-2.1%	nt	-7.5%	-12.7%	4.0%	-2.9%	0.4%	-15.2%
COc1cc(Nc2ccc(S(N)(=O)=O)cc2)c([N+](=O)[O-])nc1[N+](=O)[O-]	37.7%	-13.3%	5.5%[0.501 µM]	-7.5%	8.2%	-0.8%	-7.0%	-5.0%	2.5%
O=C(c1ccc(Cl)c(Cl)c1)c1cnc(Nc2ccccc2)s1	0.3%	-11.4%	35.0%[activator]	-14.1%	2.1%	0.6%	6.3%	-0.4%	-0.4%
O=C(CCc1ccccc1)NC1(Cc2ccccc2)CCN(CCc2cccs2)C1=O (stereo not given)	9.1%	-5.3%	8.0%[0.501 µM]	-12.0%	10.9%	11.2%	nt	nt	-8.4%
O=C(c1ccc2c(c1)CCCC2)N1CCN(c2nc3c(F)cccc3s2)CC1	nt	-8.5%[60.1 µM]	-15.5%[59 µM]	-11.7%	-6.4%	-17.6%	-19.6%	-3.1%	0.0%
Cc1cccc(C(=O)Nc2ccnc(-c3cccnc3)n2)c1	2.3%	6.0%	-5.7%	-7.4%	29.8%	-31.7%	27.9%	-1.1%	1.9%
CCc1ccccc1NC(=O)c1cc(C)no1	72.2%[activator]	0.8%	-8.2%	-13.4%	0.5%	27.7%	9.9%	-0.7%	0.1%
COc1cccc(C(=O)OCCN2C(=O)c3ccccc3C2=O)c1OC	2.5%	-12.6%	-9.5%[59 µM]	-5.3%	-16.8%	9.3%	19.4%	-2.3%	1.4%
CCOc1cc(C(=O)NCc2ccco2)cc(OCC)c1OCC	-7.7%	-4.1%	-12.1%[59 µM]	-30.7%	31.1%[activator]	-6.8%	18.3%	-6.2%	-8.6%
